TPT1 inhibitor = blocks Candida albicans tRNA 2'-phosphotransferase; inhibition, % at 5 µM; AID 1962; recombinant caTPT1, FP RNA substrate dephosphorylation; actives 0.81% (n = 300,000);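 active = inhibition above the mean of all tested compounds plus 3 SD, set per screening campaign, cut at about 24% in these data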;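 also: plate controls were DMSO alone for no effect and ferristatin control at 100 nM for full effect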
LYPLA2 inh = counter-screen for PME1 inhibitors: inhibitors of human LYPLA2; O95372; recombinant LYPLA2, FP-Rh probe fluorescence polarization; inhibition, % at 5.9 µM; actives 0.38% (n = 320,000); AID 2177;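 active = inhibition above the screen-wide mean plus 3 SD, limit set per campaign, cut at about 26% in these data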;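 also: 0% = LYPLA2 with DMSO and 100% = wells lacking LYPLA2 enzyme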
Target sequence (O95372 whole entry, looked up): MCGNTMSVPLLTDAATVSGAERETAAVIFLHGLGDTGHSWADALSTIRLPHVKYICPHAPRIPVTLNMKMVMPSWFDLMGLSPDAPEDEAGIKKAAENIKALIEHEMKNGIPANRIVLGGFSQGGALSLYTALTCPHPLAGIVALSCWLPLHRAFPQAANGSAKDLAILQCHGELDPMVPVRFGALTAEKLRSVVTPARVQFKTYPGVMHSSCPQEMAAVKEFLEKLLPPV
Fh CTSL1 inh = counter-screen for PFM18AAP inhibitors: inhibitors of F. hepatica cathepsin L1; actives 0.49% (n = 300,000); AID 1906; inhibition, % at 5.96 µM; recombinant F. hepatica cathepsin L1, Z-Leu-Arg-MCA fluorescence;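 active = inhibition above the mean of all tested compounds plus 3 SD, set per screening campaign, cut at about 17% in these data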;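 also: 0% = plate median of test compound wells and 100% = 1 µM Z-Phe-Ala-diazomethylketone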
Efflux pump inh = blocks antifungal efflux pumps in multiplex yeast assay | S. cerevisiae Candida pump triplex, Nile Red efflux | inhibition, % at 10 µM | actives 0.44% (n = 330,000) | AID 485275;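 active = plate passing quality check with inhibition over a set limit, or well fluorescence over plate mean plus 4 SD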;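 also: Nile Red retained in pooled yeast measured as flow cytometry median fluorescence; 0% = buffer negative control and 100% = Enniatin B positive control; higher means more Nile Red kept so more efflux inhibition; some compounds called inactive have numbers as strong as hits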
PP1 counter = blocks human PP1-alpha phosphatase, a PP5 counter-screen. purified PP1alpha, OMFP fluorescence. AID 2235. actives 0.9% (n = 320,000). inhibition, % at 6.7 µM. P62136;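 active = inhibition above the mean inhibition of all tested compounds plus 3 SD, computed separately for each screening campaign, cut at about 15% in these data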
Target sequence (P62136 whole entry, looked up): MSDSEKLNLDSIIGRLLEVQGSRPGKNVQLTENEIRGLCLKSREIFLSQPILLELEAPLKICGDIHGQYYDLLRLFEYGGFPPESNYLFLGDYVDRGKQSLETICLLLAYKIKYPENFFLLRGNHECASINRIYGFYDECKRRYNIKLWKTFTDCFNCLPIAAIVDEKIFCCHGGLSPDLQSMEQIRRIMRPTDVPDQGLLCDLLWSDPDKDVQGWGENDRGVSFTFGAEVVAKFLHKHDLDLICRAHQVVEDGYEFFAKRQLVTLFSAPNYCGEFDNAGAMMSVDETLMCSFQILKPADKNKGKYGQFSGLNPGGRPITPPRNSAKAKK
core dimer inh = blocks dimerization of HCV core protein; TR-FRET GST/Flag-core106 dimerization, 1536-well; inhibition, % at 5 µM; actives 0.33% (n = 300,000);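 active = inhibition above the mean of all tested compounds plus 3 SD, set per screening campaign, cut at about 45% in these data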
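Test system: GST/Flag-tagged HCV core106 proteins; Medium: KF-containing HEPES buffer, pH 7.45, DTT, CHAPS, BSA; Times: compound-protein-antibody incubation 4 h at 22.5 °C; Detection: TR-FRET 671 and 617 nm emission; Benchmarks: wells lacking GST-core106 and wells with excess unlabelled core106.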
PP5 inh = PP5 (human) phosphatase inhibition | P53041 | purified PP5c, OMFP substrate fluorescence | inhibition, % at 6.7 µM | actives 0.18% (n = 320,000) | AID 1987;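 active = inhibition above the campaign's mean inhibition across all tested compounds plus 3 SD, cut at about 9.5% in these data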;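 also: 0% = DMSO only and 100% = 100 µM cantharidin control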
Target sequence (P53041 whole entry, looked up): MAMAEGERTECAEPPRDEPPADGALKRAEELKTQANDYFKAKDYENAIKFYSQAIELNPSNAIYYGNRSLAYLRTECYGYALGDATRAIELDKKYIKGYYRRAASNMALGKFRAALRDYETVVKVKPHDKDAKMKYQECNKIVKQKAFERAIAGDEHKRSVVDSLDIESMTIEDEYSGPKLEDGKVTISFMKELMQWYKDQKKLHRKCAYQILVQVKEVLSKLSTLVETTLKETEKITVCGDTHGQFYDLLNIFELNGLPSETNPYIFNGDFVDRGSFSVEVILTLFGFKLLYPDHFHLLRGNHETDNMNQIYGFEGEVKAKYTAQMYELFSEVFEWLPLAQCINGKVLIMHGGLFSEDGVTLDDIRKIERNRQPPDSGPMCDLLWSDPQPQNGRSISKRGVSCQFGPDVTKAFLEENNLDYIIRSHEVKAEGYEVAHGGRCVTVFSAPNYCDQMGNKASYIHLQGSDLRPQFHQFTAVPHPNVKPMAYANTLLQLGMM
GASC-1 inh = inhibitors of human GASC-1 (JMJD2C) demethylase; Q9H3R0; GST-JMJD2C(1-420) H3K9me3 demethylation, DELFIA europium; inhibition, % at 2.35 µM; actives 0.069% (n = 330,000); AID 2099;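 active = more than half of a compound's replicate wells show inhibition beyond 50%, single wells judged on their own value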;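 also: signal counts dimethyl H3K9 product captured on neutravidin plate; 0% = median of DMSO wells and 100% = 0.3 times that DMSO median; strong numbers were not always called active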
PREPL inhibitor = inhibits the human prolyl oligopeptidase-like enzyme; actives 0.68% (n = 320,000); inhibition, % at 5.96 µM; recombinant PREPL, fluorescence polarization activity-based probe; in the data active = inhibition above about 43%;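 also: 0% = enzyme with DMSO and 100% = wells lacking enzyme; many of its hits are not listed in these tables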
Starred values were filed as active, the others as inactive; / = not tested or not shown; & = joins results of further samples. Some of the compounds tested; the hit share may differ from the screen's.

SMILES | TPT1 inhibitor | LYPLA2 inh | Fh CTSL1 inh | Efflux pump inh | PP1 counter | core dimer inh | PP5 inh | GASC-1 inh | PREPL inhibitor
CC(C(=O)Nc1ccc(S(=O)(=O)N2CCCC2)cc1)N(C)Cc1ccc(F)cc1 (stereo not given) | / | 7 | / | -0.2 | -4 | / | 7.5 | 15 | 16
COc1ccc(-c2csc(NC(=O)C3COc4ccccc4O3)n2)cc1OC (stereo not given) | -2 | -8 | 2 | -0.1 | 0 | 14 | -0.8 | 0 | 10
Cc1cc(C)cc(N(CC(=O)NC2CCCC2)C(=O)CCC(=O)Nc2cc(C)ccn2)c1 | 0 | -8 | -3 | 0.1 | -5 | 10 | 0.2 | 11 | -5
CCOc1ccccc1C1C(C(=O)OC)=C(N)OC2=C1C(=O)CCC2 (stereo not given) | 0 | 1 | 1 | 0.0 | -3 | -5 | -2.5 | -7 | 10
COc1ccc(CN(C2CCCC2)S(=O)(=O)c2ccc(-n3cnnn3)cc2)cc1OC | 3 | 4 | 5 | 0.0 | 0 | 13 | -1.1 | 30&-8 | 18
C/C(=C\C(=O)c1ncc(C(F)(F)F)cc1Cl)N(C)C | 0 | 3 | -2 | 0.0 | 0 | -2 | -0.2 | -7 | 6
CC1CCN(S(=O)(=O)c2ccc(NC(=O)Cc3ccc(S(=O)(=O)N4CCOCC4)s3)cc2)CC1 | 1 | -23 | -1 | 0.0 | 4 | 2 | 2.9 | -2 | 0
c1cncc(-c2nc(NCCCN3CCOCC3)c3c4c(sc3n2)CCC4)c1 | 4 | -6 | -1 | -0.1 | -2 | 4 | 2.0 | -16 | 18
COCc1ccc(C(=O)NC2CCCN(Cc3ccccc3F)C2)o1 (stereo not given) | 4 | 3 | 1 | 0.2 | -2 | 0 | -1.7 | -8 | -2
CC(C)(C)n1nnnc1C(c1cccnc1)N1CCN(C(=O)c2ccco2)CC1 (stereo not given) | 0 | 2 | 4 | 0.0 | -3 | 0 | -0.5 | -5 | 13
COc1ccc(OC)c(C(=O)CSc2nc3cccnc3n2C)c1 | 2 | -3 | -1 | 0.0 | -6 | 0 | -0.7 | 6 | -7
COc1cccc(-c2ccc(NC(=O)C3CCCN(Cc4cnc(C)n4C)C3)cc2)c1 (stereo not given) | 0 | -6 | -1 | -0.1 | -1 | 10 | 0.7 | -11 | 0
Cc1ccc(Nc2ccc(N3CCN(c4ccc([N+](=O)[O-])cc4)CC3)nn2)cc1 | 0 | -6 | -2 | 0.1 | -2 | 8 | 1.0 | -1 | 3
Cc1nc(SC2CC(=O)N(c3ccccc3)C2=O)n[nH]1 (stereo not given) | 2 | -4 | -2 | -0.2 | 21* | 2 | -2.0 | -7 | 12
COc1ccc(Cl)cc1S(=O)(=O)N(C)CC(=O)N1CCCC1 | -5 | -3 | -1 | 0.0 | -3 | 0 | 0.9 | 10 | -6
COCCNc1nc2c(c(=O)[nH]c(=O)n2C)n1CCCc1ccccc1 | -1 | -2 | 6 | 0.2 | -6 | -14 | 0.9 | 14 | 11
O=C(OCC1CC(c2ccccc2)=NO1)c1ccco1 (stereo not given) | -2 | 4 | -4 | 0.1 | -3 | 1 | -0.7 | 5 | 0
COc1cc(-c2ccccc2)nc2ccccc12 | -1 | -5 | 1 | 0.3 | -9 | 2 | -0.1 | 2 | 11
CCOC(=O)c1cc(C(=O)NC(C)c2ccccc2)c(C)[nH]c1=O (stereo not given) | -3 | 1 | 2 | -0.1 | 0 | 0 | 1.1 | -17 | 1
O=C(NCC(c1ccco1)N1CCN(c2ccc(F)cc2)CC1)c1ccc2c(c1)OCO2 (stereo not given) | 0 | -5 | 3 | -0.1 | -3 | -4 | -0.4 | 62 | -48
Cc1c(NC(=O)C(C)OC(=O)c2sc3ccccc3c2Cl)c(=O)n(-c2ccccc2)n1C (stereo not given) | 1 | -2 | -4 | 0.2 | -8 | 5 | -2.2 | -10 | 2
Cc1noc(C)c1S(=O)(=O)N1CCC(C(=O)NC2CCCc3ccccc32)CC1 (stereo not given) | -7 | 8 | -3 | 0.0 | -2 | -2 | 1.5 | 3 | 20
CNC(=S)N(CCc1c(C)[nH]c2ccc(F)cc12)Cc1ccco1 | 1 | 7 | -4 | -0.2 | -3 | 2 | 7.8 | -2 | 0
Clc1ccc2c(c1)CNc1c(ncnc1N1CCOCC1)O2 | -3 | 1 | 2 | -0.2 | -3 | -2 | -0.1 | 8 | 1
Cc1ccc(Nc2nc(N)nc(COC(=O)C3=COCCO3)n2)cc1 | / | -2 | / | 0.1 | -3 | / | -1.4 | 4 | 19
CCCCNC(=O)CCn1c(=O)c2ccccc2n(Cc2ccccc2C)c1=O | 1 | -2 | -2 | -0.1 | -2 | 1 | 0.2 | -28 | -2
CCN1C(=O)/C(=C/C=C2\N(CC)c3cc(S(=O)(=O)N(C)C)ccc3N2c2ccccc2)SC1=S | 136* | -133 | 3 | 0.6 | -3 | -2 | 4.3 | 4 | -128
O=C(CSc1nnc(Cn2nnc(-c3ccccc3)n2)n1-c1ccccc1)Nc1ccccc1 | -3 | -7 | 3 | 0.2 | 1 | 4 | 5.7 | -20&4 | -10
CCOc1ccc2nc(NC(=O)CSc3ccccc3)sc2c1 | 3 | 4 | 0 | 0.0 | -1 | 11 | 5.5 | 3 | 28
N#Cc1nc(-c2ccco2)oc1NCc1ccccc1Cl | -3 | -6 | 2 | 0.2 | 1 | 0 | 4.2 | 2 | 15
Cc1cccc(N(C(=O)CNC(=O)c2ccco2)C(C(=O)NC2CCCC2)c2cccnc2)c1C (stereo not given) | 0 | 0 | -1 | -0.1 | -1 | -4 | 0.6 | -6 | -2
CCOC(=O)c1c(C)n(CCOc2ccccc2)c2ccc(O)cc12 | -2 | 2 | 2 | 0.0 | 12 | -10 | -3.3 | 14 | -5
CCCN(CCC)C(=O)C1CCC(CNS(=O)(=O)c2cccc3nsnc23)CC1 (stereo not given) | -5 | 0 | 11 | 0.1 | -3 | -9 | -2.0 | 11 | 5
CCOc1ccccc1NCc1nnc(-c2ccccc2)o1 | 3 | 1 | -2 | 0.2 | -2 | -12 | -0.3 | 3 | -2
O=C(Nc1nnc(CC(c2ccccc2)c2ccccc2)s1)c1ccco1 | 6 | -8 | -8 | 0.0 | -4 | 4 | -0.3 | 5 | -53
CS(=O)(=O)N(CC(=O)NCCSCc1ccccc1Cl)c1ccc(F)cc1 | 1 | -5 | 4 | -0.1 | -1 | 13 | 2.3 | -15 | -7
CCCCCCNC(=O)C(C#N)c1nc2ccccc2nc1N1CCOCC1 (stereo not given) | 5 | 9 | 1 | 0.0 | -2 | 2 | -1.0 | -2 | 8
CCOC(=S)SCc1cn2ccc(C)cc2n1 | 1 | 0 | -2 | 0.3 | -4 | -4 | 2.5 | -1 | 12
COc1ccc(CN2CC(=O)N(c3ccccc3C)C2=S)cc1OC | -1 | 4 | -1 | -0.2 | 3 | 0 | -1.6 | -11 | -2
O=C(CN1CCN(c2ccc(F)cc2)CC1)N(C1CCCC1)C1CCS(=O)(=O)C1 (stereo not given) | / | 1 | / | 0.0 | 3 | / | 2.7 | 1 | 28
CCNC(=S)N/N=C/c1ccccc1[N+](=O)[O-] | 5 | -6 | 2 | -0.1 | 1 | 1 | 0.5 | -5 | -7
Cc1cccc(/C(N)=N/OC(=O)N2CCOCC2)c1 | 1 | 6 | 1 | 0.1 | -2 | -3 | 2.9 | -6 | 12
C/C(=N\NC(=O)c1cc(Br)ccc1O)c1cccc(NC(=O)c2ccccc2F)c1 | 2 | 5 | 1 | -0.1 | 0 | 2 | 1.8 | 0 | 6
COc1ccccc1NS(=O)(=O)c1ccc(O)c(C(=O)OCC(=O)N2CCc3ccccc32)c1 | -1 | -2 | -2 | 0.3 | 11 | 14 | -1.8 | -2 | 13
Cc1ccc(N(C(=O)c2snc(C(N)=O)c2N)C(C(=O)NC2CCCC2)c2ccncc2)cc1 (stereo not given) | -2 | 3 | 0 | -0.2 | 5 | 0 | 2.9 | -2 | 6
CC1CN(c2ccc(S(=O)(=O)N3CCCC3)cn2)CC(C)O1 (stereo not given) | -1 | 2 | -2 | -0.1 | -3 | 2 | -0.9 | -2 | 5
Cc1sc2ncnc(OCC(=O)NC3CCS(=O)(=O)C3)c2c1C (stereo not given) | 3 | -4 | 1 | 0.0 | -6 | -6 | -0.9 | 2 | 15
Fc1cccc(/C=N/Nc2ccc3ccccc3n2)c1 | 1 | 1 | 1 | 0.0 | 2 | -1 | 1.8 | -5 | 22
CCc1cc(C(=O)N/N=C/c2ccc(O)cc2O)c2ccccc2n1 | -1 | -2 | 3 | -0.1 | -2 | 5 | 1.4 | -4 | 7
Cc1nn2c(NCCCN3CCOCC3)c3c(nc2c1-c1ccccc1)CCC3 | -1 | -6 | 2 | -0.2 | 2 | -3 | 0.6 | 7 | 10
COc1ccc(CC(=O)Nc2ccc3c(c2)CCC3)cc1 | -3 | -1 | -4 | -0.9 | -3 | 3 | 0.3 | 8 | 4
O=C(/C=C/c1ccco1)Nc1nc(-c2ccc(F)c(F)c2)cs1 | 2 | -11 | 2 | -0.1 | 0 | 7 | 0.9 | 1 | 6
O=C(CSc1ccc(-c2cccs2)nn1)c1cccs1 | 3 | -3 | 4 | 0.0 | -12 | 19 | -0.4 | -18 | -5
COc1cc(C(=O)Nc2nc(-c3ccc(Cl)cc3)c(C)s2)ccc1OCC(=O)Nc1ccc(F)cc1 | -2 | -3 | 5 | -0.2 | 0 | 1 | -2.4 | -4 | 16
Cc1cnc(NC(=O)c2ccc(-c3ccc([N+](=O)[O-])cc3)o2)s1 | / | -17 | / | 0.1 | 1 | / | -2.7 | 8 | -1
COc1ccc(C(CNC(=O)COc2c(C)cc(C)cc2C)N2CCOCC2)cc1 (stereo not given) | / | 6 | / | 0.1 | -4 | / | -3.8 | -10 | 10
O=C(NC1CCCCCC1)C1CCN(C(=O)c2ccc(Cl)cc2)CC1 | / | 2 | / | 0.0 | -1 | / | 2.1 | -1 | 4
O=C(NC(=S)NNC(=O)c1cccs1)c1ccc(Br)o1 | 2 | 2 | 0 | 0.1 | 3 | -1 | -0.1 | -12 | 6
CCOc1ccccc1N(CC(=O)NC1CCCC1)C(=O)CCCC(=O)Nc1ccccn1 | -3 | 4 | 2 | 0.1 | 0 | 1 | 0.3 | 13&6 | 8
Nc1c(N(Cc2ccco2)C(=O)c2ccc(Cl)cc2)c(=O)[nH]c(=O)n1Cc1ccccc1 | / | -9 | / | -0.3 | -2 | / | -0.7 | -7 | 12
CC(C)(C)c1ccc(C(=O)/C=C2\NC(=O)CS2)cc1 | 0 | 1 | 4 | 0.0 | -2 | 9 | 2.5 | 7 | -2

Single entries from the entries so far.
For GASC-1 inh, `CCOc1ccccc1N(CC(=O)NC1CCCC1)C(=O)CCCC(=O)Nc1ccccn1` is entered as 13&6
For PP5 inh, `Nc1c(N(Cc2ccco2)C(=O)c2ccc(Cl)cc2)c(=O)[nH]c(=O)n1Cc1ccccc1` is entered as -0.7

Screens (PubChem)
